GPR55 antagonists: GPR55 antagonists blocking LPI-driven arrestin recruitment, primary screen, imaging, U2OS, beta-arrestin-GFP, LPI agonist (AID 2013) | U2OS GPR55 beta-arrestin-GFP translocation imaging, LPI antagonism; higher % means a stronger effect | G-protein coupled receptor 55 (Homo sapiens) | inhibition, % at 10 µM; hits with a dose series show IC50 in µM | 290,000 compounds, 0.13% hits;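 active = spots per cell inhibited over 60%, with over 100 cells counted and total cytoplasm intensity under 500,000; inconclusive = wells with under 100 cells, flagged as likely toxic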;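 note: U2OS cells stably carrying GPR55 and arrestin-GFP stimulated by 5 µM LPI near EC80; imaged beta-arrestin-GFP aggregate spots per cell after agonist stimulation; plate controls were LPI-stimulated DMSO wells for no effect and DMSO wells without LPI for full effect; some results filed as inactive read as strong as hits; confirmed hits need IC50 under 10 µM and bright autofluorescent wells are also inconclusive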
Rac1 GTP hydrolysis: MgcRacGAP GTPase-activating activity inhibitors, confirmation, biochemical, ADP Hunter fluorescence. Rac GTPase-activating protein 1 (Homo sapiens). MgcRacGAP-stimulated Rac1 GTP hydrolysis, ADP Hunter fluorescence; higher % means a stronger effect; GST-tagged Rac1 F28L mutant substrate. one-dose inhibition, % at 30 µM; IC50 in µM for titrated hits. 340,000 compounds, 0.6% hits. AID 624330, 2012;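 active = first-screen hits whose inhibition reached a set limit at any dose in the follow-up dose series; inconclusive = inhibition above the set first-screen limit but never retested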;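 note: fluorescence reports GDP produced by GAP-driven GTP hydrolysis; strong numbers were not always called active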
K1F lysis inhibition: inhibition of K1F phage lysis, E. coli UTI89, bacterial capsule biogenesis inhibitors, alamar blue (AID 488966); inhibition, % at 100 µM; hits with a dose series show IC50 in µM; E. coli UTI89 K1F phage lysis, alamar blue, 2 h; higher % means a stronger effect; 340,000 compounds, 0.02% hits;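 active = phage lysis inhibition, versus mean bacterial control, above a set limit; inconclusive = no clear call, values can overlap the other calls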;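 note: capsule biogenesis inhibitors block K1F phage lysis so surviving cells raise fluorescence; higher fluorescence means more inhibition of phage lysis; actives were called in the ten point dose series up to 300 µM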
Dengue-2 NS5 capping: Dengue-2 NS5 methyltransferase inhibitors, primary screen, biochemical, confirmation dose response (AID 588689); 340,000 compounds, 0.3% hits; Dengue-2 NS5 methyltransferase capping enzyme assay, biochemical; higher % means a stronger effect; inhibition, % at 25 µM, or IC50 in µM where a hit was titrated; Genome polyprotein (Dengue virus type 2 (strain 16681-PDK53)); in the data active = a potency from the dose series; inconclusive = inhibition above about 29% without an active follow-up result
PhoP inhibition: inhibitors of PhoP regulon expression, primary screen, Salmonella Typhimurium, GFP reporter (AID 1863); S. Typhimurium PhoP-regulated promoter GFP reporter, 4 h; higher % means a stronger effect; inhibition, % at 50 µM; hits with a dose series show IC50 in µM; 300,000 compounds, 0.16% hits;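 active = inhibition over 29.93%, a cutoff 3 SD above the screen mean, later confirmed by dose response; inconclusive = inhibition over 29.93% but no dose response follow-up; inactive = inhibition at most 29.93% or unconfirmed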;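 note: 0% = low Mg2+ inducing control and 100% = high Mg2+ repressing control; strong numbers were not always called active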
HIV peptide binding: inhibitors of HIV fusion peptide binding, primary screen, biochemical, uHTS, fluorescence dequenching (AID 1986); cell-free peptide binding, fluorescence dequenching, 30 min; higher % means a stronger effect; one-dose inhibition, % at 20 µM; IC50 in µM for titrated hits; 290,000 compounds, 0.3% hits; in the data active = inhibition mostly above about 52%, no sharp cut-off; inactive = mostly below about 76%; note: some results filed as inactive read as strong as hits
Large T inhibition: SV40 large T antigen inhibitors, biochemical (AID 1903); SV40 large T antigen ATPase/helicase inhibition assay; higher % means a stronger effect; inhibition, % at 20 µM, or IC50 in µM where a hit was titrated; 310,000 compounds, 0.39% hits; in the data active = a potency from the dose series; inconclusive = inhibition mostly from about 32% at the one dose, without a potency; inactive = the rest, 99 in 100 with inhibition below about 32%; note: strong numbers were not always called active
RSV antiviral HEp-2: RSV antiviral activity via CPE protection, HEp-2 cells, primary 10 µM value included (AID 2391); HEp-2 cells, RSV-induced CPE inhibition; higher % means a stronger effect; one-dose CPE inhibition, % at 10 µM; IC50 in µM for titrated hits; 310,000 compounds, 0.13% hits; in the data active = a potency from the dose series; inconclusive = CPE inhibition mostly from about 23% at the one dose, without a potency; inactive = the rest, 99 in 100 with CPE inhibition below about 21%; note: strong numbers were not always called active
GPR35 antagonists: GPR35 antagonists blocking zaprinast-driven arrestin recruitment, primary screen, imaging, U2OS, beta-arrestin-GFP, zaprinast agonist (AID 2058) | G-protein coupled receptor 35 (Homo sapiens) | 290,000 compounds, 0.052% hits | inhibition, % at 10 µM, or IC50 in µM where a hit was titrated | U2OS GPR35 beta-arrestin-GFP translocation imaging, zaprinast antagonism; higher % means a stronger effect;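 active = inhibition of at least 50% with at least 30 cells and total cytoplasm GFP at most 10,000,000; inconclusive = under 30 cells or total GFP of 10,000,000 plus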
* = called active by the depositor; ? = inconclusive; / = no result given; [ ] = remark or other dose.

molecule	RSV antiviral HEp-2	Large T inhibition	K1F lysis inhibition	Dengue-2 NS5 capping	Rac1 GTP hydrolysis	GPR55 antagonists	PhoP inhibition	HIV peptide binding	GPR35 antagonists
CC(C)N(C)CCOC(=O)C1COc2ccccc2O1 (configuration not stated)	2.0%	10.2%	0.1%	-2.3%	-2.7%	-0.7%	-2.5%	-0.7%	5.5%
Cc1ccc(CN2C(=O)CCC2C(=O)NCCCN2CCOCC2)cc1 (configuration not stated)	-0.8%	-2.6%	0.4%	3.4%	9.0%	-2.1%	8.6%	-2.3%	7.0%
C/C=C/C=C/C(=O)Nc1cccc(C2=NOC3(C2)C[C@H](C(N)=O)N(C(=O)CC(c2ccccc2)c2ccccc2)C3)c1 (some centres not stated)	5.6%	52.6%	/	/	/	5.6%	-2.0%	20.4%	-6.6%
O=C(CSc1nc(O)cc(=O)[nH]1)N1CCCc2ccccc21	1.6%	19.1%	-0.1%	0.0%	10.7%	13.8%	-13.7%	0.4%	1.8%
COc1ccccc1NC(=O)Cc1csc(NC(=O)c2ccccc2)n1	8.2%	-0.6%	0.1%	-7.3%	3.4%	2.8%	1.5%	1.6%	19.1%
Cc1ccc(C)c(C2=CSC3=NS(=O)(=O)CCN23)c1	3.1%	6.6%	-0.5%	-6.5%	-1.5%	12.3%	2.8%	0.0%	-7.6%
CN1CCN(S(=O)(=O)c2ccc(Br)s2)CC1	2.1%	-0.8%	0.3%	1.9%	8.2%	22.3%	17.0%	0.7%	-4.0%
CC1(C)Oc2ccc3ccc(=O)oc3c2/C(=C/Nc2ccc(O)cc2)C1=O	1.7%	14.3%	0.4%	-7.4%	17.4%	-0.8%	-3.2%	1.1%	16.4%
O=C(Nc1ccc(Cl)cc1Cl)NC1CCCC1	4.0%	8.9%	-1.6%	/	-0.6%	7.9%	-0.8%	1.5%	-9.4%
Cc1ccccc1N1C(=O)C2C3CC(=O)C(c4ccccc43)C2C1=O (configuration not stated)	0.5%	2.3%	7.0%	0.0%	-2.7%	7.6%	-6.3%	-0.1%	-5.3%
O=C(NCc1ccco1)c1ccc2c(c1)N(Cc1ccccc1)C(=O)CS2	0.7%	19.0%	0.2%	-2.7%	5.0%	4.6%	0.8%	-2.8%	13.8%
CCC(CCC(=O)NNC(=O)Cc1ccc([N+](=O)[O-])cc1)C(=O)O (configuration not stated)	2.8%	18.6%	-0.1%	-8.7%	7.9%	12.0%	-1.1%	-0.1%	3.2%
Cc1ccc(-c2c(C(=O)N/N=C/c3ccsc3)nnn2-c2nonc2N)cc1	1.6%	15.5%	-0.1%	6.9%	4.5%	1.8%	-4.3%	2.8%	8.0%
O=C1CC2(CC(c3ccc(Cl)cc3)=NO2)C(=O)N1c1ccccc1 (configuration not stated)	1.9%	1.8%	0.2%	7.7%	1.3%	-0.9%	-8.1%	0.2%	6.9%
CCc1cccc(C)c1NC(=O)CSc1ncn[nH]1	1.9%	-2.8%	-0.3%	0.0%	9.2%	-3.3%	6.5%	-0.2%	-15.8%
Cc1ccc(C2=NN(Cc3nnc(-c4ccccc4)o3)C(=O)SC2)cc1	16.0%	7.5%	5.8%	-4.4%	1.5%	-0.3%	26.5%	1.3%	-9.5%
CCOC(=O)c1ccc(COC(=O)CNC(=O)CNC(=O)Cc2ccccc2)cc1	1.2%	6.7%	0.8%[50 µM]	-7.9%	7.3%	16.8%	9.7%	0.3%	-13.5%
CC(=O)c1c(C)[nH]c(C(=O)CSc2nnc(-c3ccccc3)n2Cc2ccc3c(c2)OCO3)c1C	2.9%	5.2%	1.5%	2.8%	4.4%	6.0%	19.1%	0.8%	-5.6%
COC(=O)c1sccc1NC(=O)CNC(=O)c1ccccc1	0.5%	2.9%	0.4%	-5.8%	4.3%	3.0%	5.3%	-0.3%	-8.9%
CCN(CC)CCCN=C1N[C@@H](c2ccccc2)C(C(=O)OC)=C(C)N1CC	-1.5%	21.7%	2.3%	-0.8%	0.1%	-0.1%	9.2%	2.0%	-0.3%
O=Cc1c(-[n+]2ccccc2)nc([O-])n1-c1ccccc1	-0.1%	4.7%	2.1%	-4.0%	8.4%	-10.7%	0.2%	0.3%	-22.4%
CC(=O)N1CCc2c(sc(NC(=O)Cc3ccc(F)cc3)c2C(N)=O)C1	0.0%	13.2%	0.4%	-1.8%	/	1.9%	-6.4%	0.0%	-5.7%
CCOc1ccc(-n2c(=O)cc(N3CCN(c4ccc(F)cc4)CC3)[nH]c2=O)cc1	1.9%	6.0%	-4.0%	2.4%	0.0%	-0.4%	1.0%	0.5%	6.8%
CCOC(=O)c1c(-c2ccc(OC)cc2)csc1/N=C/C1=C(O)CCCC1=O	7.1%	9.7%	3.0%[50 µM]	-40.2%	?	13.2%	25.0%	71.6%*	7.2%
O=C(O)CC12CC3CC(C1)CC(n1ncc(NCC4CCCO4)c(Cl)c1=O)(C3)C2 (configuration not stated)	-1.0%	9.1%	0.1%	6.1%	0.4%	-1.9%	-11.7%	1.3%	11.8%
CC(=O)Oc1ccc(N2C(=O)C3C4C=CC(O4)C3C2=O)cc1 (configuration not stated)	0.4%	19.4%	0.8%	2.8%	-0.6%	7.7%	-10.0%	-2.8%	15.6%
Cc1cc(NC(=O)CS(=O)(=O)c2cn(Cc3ccc(F)cc3)c3ccccc23)no1	8.8%	16.1%	1.5%	1.4%	-5.0%	16.6%	-6.9%	3.7%	-6.2%
Cc1ccc(NC(=O)C2CCCN(S(=O)(=O)c3c(C)noc3/C=C/N(C)C)C2)c(C)c1 (configuration not stated)	0.6%	8.6%	12.1%	-16.8%	9.1%	-0.7%	-2.5%	-1.0%	6.2%
C[C@@](Cc1ccc(O)c(O)c1)(NN)C(=O)O	/	3.7%	4.2%	0.0%	-22.7%	0.2%	5.1%	7.2%	4.0%
CCOc1ccc(C(=O)Nc2cccc3ncccc23)cc1Cl	3.5%	2.5%	-1.3%	-0.8%	16.3%	-18.0%	21.4%	1.6%	-5.3%
O=C(NCCc1ccccc1)C(=O)NCCC1CCCCN1S(=O)(=O)c1ccccc1 (configuration not stated)	1.6%	8.7%	-1.3%	-4.4%	3.6%	/	3.2%	/	/
Oc1ccc(Br)cc1-c1cc(-c2ccc(Cl)cc2)n[nH]1	0.9%	-0.8%	0.0%	3.8%	16.1%	-0.7%	10.2%	0.0%	-8.8%
c1ccc2c(c1)CCCC2NC1=NCCC1 (configuration not stated)	3.6%	16.1%	1.4%	0.8%	8.2%	1.5%	-12.2%	0.0%	5.1%
Cc1cc(NC(=O)COc2ccccc2C)ccc1NC(=O)c1ccco1	2.8%	19.6%	0.8%	-9.8%	5.0%	-3.8%	9.2%	1.8%	6.5%
CCCCNC(=S)N1CCN(C)CC1	2.6%	1.7%	-0.7%	3.7%	27.9%	5.7%	3.3%	-1.3%	16.1%
c1ccc(N/N=C(\Cc2nc3ccccc3[nH]2)c2ccccc2)cc1	1.8%	9.0%	-0.1%	-9.7%	8.6%	12.2%	5.5%	0.5%	4.0%
O=C(COC(=O)c1cccnc1Cl)NCC1CCCO1 (configuration not stated)	1.3%	5.0%	-0.1%	-2.2%	1.1%	-2.2%	-2.5%	0.9%	-9.1%
CC(NC(=O)c1ccncc1)C(C)(C)C (configuration not stated)	1.3%	0.8%	5.3%	6.4%	8.4%	13.2%	0.9%	1.8%	-9.2%
O=C(O)c1cccc(-c2ccc(/C=c3/sc4nc5ccccc5n4c3=O)o2)c1	0.9%	37.3%	1.1%[50 µM]	-54.5%	?	14.7%	-18.1%	78.0%*	9.4%
Cc1ccc(S(=O)(=O)CCC(=O)Nc2cccc([N+](=O)[O-])c2)cc1	1.5%	14.5%	0.0%	-2.7%	7.9%	13.5%	-5.1%	-0.4%	8.7%
Cc1c(NC(=O)c2c([N+](=O)[O-])cnn2C)c(=O)n(-c2ccccc2)n1C	0.4%	3.1%	0.6%	-10.7%	4.1%	13.5%	1.2%	-0.3%	-21.8%
COCc1cc(N2CCCCC2)nc(-c2ccccc2)n1	1.7%	0.1%	0.0%	13.1%	3.6%	6.2%	-3.5%	-0.3%	-12.6%
C=CCn1c(-c2csc(-c3ccccc3)n2)n[nH]c1=S	10.7%	1.2%	1.0%	-13.4%	11.2%	17.7%	0.2%	-2.4%	-13.6%
CC(Oc1ccccc1)C(=O)N1CCN=C1SCc1ccccc1F (configuration not stated)	-1.1%	16.5%	1.3%	4.7%	6.8%	3.4%	-3.4%	-1.0%	5.0%
CCOC(=O)N1CCN(C(=O)c2ccc(CNS(=O)(=O)c3ccc(OC)cc3)cc2)CC1	-0.8%	-2.9%	3.3%	0.8%	3.2%	3.6%	0.9%	-0.6%	-5.3%
Cc1cc(Br)ccc1NC(=S)Nc1cccc([N+](=O)[O-])c1	16.6%	1.1%	-0.6%[50 µM]	-1.9%	-14.3%	-8.2%	4.2%	1.8%	6.4%
CCOc1ccc2nc(NC(=O)c3c([N+](=O)[O-])cnn3CC)sc2c1	5.1%	3.8%	0.8%[50 µM]	-3.3%	5.6%	2.1%	-3.3%	1.5%	5.1%
COC(=O)c1ccc(CNC(=O)c2sccc2-c2ccccc2)cc1	1.8%	19.1%	-0.2%	-5.2%	0.7%	-17.3%	-4.8%	0.8%	8.6%
c1cncc(-c2cccnc2)c1	1.2%	-2.7%	1.5%	-12.6%	3.8%	-3.1%	-0.1%	-1.9%	7.2%
O=P(Cc1cc[n+]([O-])cc1)(c1ccccc1)c1ccccc1	-0.5%	-7.8%	1.3%	-1.1%	10.2%	8.4%	11.7%	-1.6%	13.2%
O=C(NCCOc1ccccc1Cl)C(=O)c1c[nH]c2ccccc12	?	9.8%	0.0%	-0.7%	3.7%	3.2%	2.9%	2.2%	-1.2%

Not a hit list; about 1.5% have a hit in one of these screens.
